RGS4 block – human RGS4 inhibition; HEK293 M3R/RGS4 inducible, Fluo-4 calcium flux; active compounds read high; triggered by carbachol at its EC20; B-score at 10 µM; actives 0.45% (n = 310,000); AID 463165;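 active = B-score, a plate-corrected calcium signal, over three deviations above library mean, with baseline fluorescence within five deviations of library mean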;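 note: RGS4 expression induced by doxycycline in cells with stable M3 receptor; B-score is computed from the integrated fluorescence ratio over baseline after carbachol; higher B-score means a larger calcium signal and so more RGS4 inhibition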
KCNK9 block – inhibitors of human KCNK9 two-pore domain potassium channel. HEK293 KCNK9, FluxOR thallium flux fluorescence; active compounds read low. AID 488922. B-score at 10 µM. actives 1.2% (n = 310,000). Q9NPC2;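 active = ratio B-score over 3 SD below the library mean, with starting fluorescence within 5 SD of its mean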;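 note: negative B-score means less thallium flux so channel inhibition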
RGS4 act – RGS4 potentiation or activation; B-score at 10 µM; actives 0.92% (n = 310,000); HEK293 M3R/inducible RGS4, carbachol calcium flux Fluo4; active compounds read low;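 active = B-score of the integrated calcium signal more than 4 SD below the library mean, with starting fluorescence not abnormally high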;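 note: negative B-score means reduced calcium response which marks RGS4 activation or potentiation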
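Assay system: Inducible-RGS4 HEK293 cells carrying M3 receptor | Schedule: Compound preincubation 20 min at room temperature before agonist | Signal: Kinetic calcium fluorescence imaging with Fluo4-AM dye, 2 µM | Read-out basis: B score from integrated fluorescence ratio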
PolyA inhibitor – yeast polyadenylation inhibition; calls only at 12 µM; actives 0.02% (n = 300,000); S. cerevisiae SKY197-pL101 polyadenylation reporter, beta-gal luminescence; efflux-impaired pdr1/pdr3 knockout yeast; score 100 = 6 SD above DMSO;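 active = lowest replicate activity score at least 50, where 100 means six control SD above control mean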;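 note: yeast exposed to compound for 9 h at 30 °C; higher score means more reporter readthrough which indicates perturbed polyadenylation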
KCNQ1 act – potentiators or activators of human KCNQ1 potassium channel; AID 2648; CHO-K1 KCNQ1, thallium flux FluxOR fluorescence; active compounds read high; actives 0.35% (n = 310,000); B-score at 10 µM; P51787;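 active = fluorescence ratio B-score, a plate-corrected score, at least three library SD, with initial intensity B-score within 5 SD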
Target sequence (P51787 whole entry, looked up): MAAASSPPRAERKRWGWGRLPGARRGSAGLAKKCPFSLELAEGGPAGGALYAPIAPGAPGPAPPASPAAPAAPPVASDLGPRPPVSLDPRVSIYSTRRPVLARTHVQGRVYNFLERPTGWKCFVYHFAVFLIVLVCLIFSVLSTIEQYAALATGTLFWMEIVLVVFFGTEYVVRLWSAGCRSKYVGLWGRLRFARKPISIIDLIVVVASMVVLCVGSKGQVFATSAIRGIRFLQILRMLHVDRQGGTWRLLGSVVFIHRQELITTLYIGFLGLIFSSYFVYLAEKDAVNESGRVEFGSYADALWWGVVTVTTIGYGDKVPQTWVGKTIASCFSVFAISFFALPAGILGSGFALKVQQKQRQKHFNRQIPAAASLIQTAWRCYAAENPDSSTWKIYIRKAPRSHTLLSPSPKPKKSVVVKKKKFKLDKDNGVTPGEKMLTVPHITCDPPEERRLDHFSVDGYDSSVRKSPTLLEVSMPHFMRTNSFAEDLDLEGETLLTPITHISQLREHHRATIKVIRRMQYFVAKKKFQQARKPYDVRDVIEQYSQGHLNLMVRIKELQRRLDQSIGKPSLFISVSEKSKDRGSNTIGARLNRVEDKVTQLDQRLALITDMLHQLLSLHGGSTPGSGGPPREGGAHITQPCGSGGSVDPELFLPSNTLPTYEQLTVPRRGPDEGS
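Doses: Single concentration per compound, DMSO matched to controls | Test system: KCNQ1-transfected CHO-K1 cells | Timing: 90 min dye loading and 20 min compound exposure, both at room temperature | Measured by: Kinetic FluxOR thallium fluorescence, 10-s 1-Hz baseline, 110-s post-stimulus read | Medium: Assay buffer with matched DMSO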
GSK3beta inhib – blocks human GSK3beta kinase activity; P49841; GST-GSK3beta kinase, ADP-Glo luminescence, 60 min; active compounds read low; activity score (negative = inhibition), % at 10 µM; actives 0.038% (n = 300,000); AID 2097;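 active = more than half of replicate wells score below -50%, meaning over 50% inhibition versus plate controls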;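 note: 0% = median DMSO wells and -100% = median GW8510 positive control wells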
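Assay system: GST-tagged human GSK3beta kinase, cell-free; Input: 1.6 ng GSK3beta; Medium: Tris/MgCl2 kinase buffer; Timing: 60 min enzyme reaction, room temperature; Signal: ADP-Glo luminescence quantifying ADP generated by kinase; Evaluation: score relative to plate controls; Benchmarks: DMSO neutral wells and GW8510 at 20 µM as positive.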
hERG rescue – compounds protecting human hERG from proarrhythmic drug block. CHO-hERG, FluxOR thallium flux, dofetilide IC70 present. activation (rescue from dofetilide block), less the hit threshold, % at 10 µM. actives 0.51% (n = 310,000). AID 1511;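 active = activation above the mean of controls blocked by dofetilide plus 5 SD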;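 note: thallium influx through hERG after potassium depolarization seen as dye fluorescence rise; in these data hits start at about 4.7%; inactives centre near -7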
Dyrk1A ADPGlo – Dyrk1A (rat) kinase inhibition; Q63470; ADP-Glo luminescence, NFATc1 peptide; inhibition, % at 12.5 µM; actives 0.43% (n = 310,000); AID 504441; in the data active = inhibition above about 50%;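 note: plate controls were vehicle with enzyme for no effect and no enzyme for full effect; many of its hits are not listed in these tables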
KCNK3 block – human KCNK3 channel inhibition, primary screen; O14649; CHO-KCNK3 thallium flux, FluxOR fluorescence; active compounds read low; B-score at 10 µM; actives 0.84% (n = 340,000); AID 602410;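 active = B-score under library mean minus 4 SD, starting fluorescence ratio at most library mean plus 5 SD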;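 note: more negative B-score means stronger inhibition of thallium flux through KCNK3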
Target sequence (O14649 whole entry, looked up): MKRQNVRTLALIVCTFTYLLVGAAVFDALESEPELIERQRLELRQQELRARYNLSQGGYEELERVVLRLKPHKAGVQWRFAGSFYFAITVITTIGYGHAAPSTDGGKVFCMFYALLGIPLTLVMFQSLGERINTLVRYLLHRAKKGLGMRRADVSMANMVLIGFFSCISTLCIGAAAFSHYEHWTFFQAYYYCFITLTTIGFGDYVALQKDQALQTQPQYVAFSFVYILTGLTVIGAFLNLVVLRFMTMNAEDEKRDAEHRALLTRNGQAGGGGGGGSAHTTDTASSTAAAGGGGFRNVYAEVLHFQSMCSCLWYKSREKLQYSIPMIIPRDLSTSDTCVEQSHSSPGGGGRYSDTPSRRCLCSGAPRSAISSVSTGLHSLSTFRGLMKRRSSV
KCNQ1 inh – human KCNQ1 channel inhibition; P51787; CHO-K1 KCNQ1, FluxOR thallium flux fluorescence; active compounds read high; B-score at 10 µM; actives 1.3% (n = 310,000);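 active = compounds whose thallium flux B-score, printed positive for inhibition, exceeds three library SD while starting fluorescence stays within three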;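 note: channel opened by potassium depolarization with thallium stimulus after 20 min compound exposure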
GSK3A inh – inhibitors of human GSK-3 alpha kinase. P49840. ADP-Glo luminescence, 60 min. inhibition, % at 10 µM. actives 0.1% (n = 320,000). AID 2650;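 in the data active = inhibition above about 50%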;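 note: GST-tagged GSK-3 alpha with peptide substrate and 25 µM ATP; 0% = DMSO neutral wells and 100% = GW8510 positive control wells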
Active calls of the source: *; i = inactive; / = not tested or not shown. The list is partial; count on the stated rates, not on these rows.

SMILES	RGS4 block	KCNK9 block	RGS4 act	PolyA inhibitor	KCNQ1 act	GSK3beta inhib	hERG rescue	Dyrk1A ADPGlo	KCNK3 block	KCNQ1 inh	GSK3A inh
NC(=O)CSc1nnc(Cn2c(=O)sc3ccccc32)n1CCc1ccccc1	i	i	i	i	i	1	-7	18	i	i	-1
O=C(C(=O)c1ccc(O)cc1)c1ccccc1	i	i	i	i	i	6	-6	4	i	i	-5
NC(=O)CCn1c(=O)oc2ccccc21	i	i	i	i	i	-1	0	-4	i	i	0
CCn1cnc2cc(NCc3ccncc3)ccc21	i	i	i	i	i	-24	-7	4	i	i	1
O=C(O)CCC(=O)OCC1CCCCC1	i	i	i	i	i	1	0	-7	i	i	1
CCc1noc(C)c1C(=O)Nc1nc(-c2ccc(OC)cc2OC)cs1	i	i	i	i	i	-2	-9	1	i	i	-3
CC(=O)Nc1cccc(/C(C)=N/NC(=S)NC(C)C)c1	i	i	i	i	i	1	-17	/	i	i	1
NC(=O)COc1ccccc1C1=NO[C@@](CC(=O)O)(C(=O)Nc2ccc3c(c2)OCCO3)C1	i	i	i	i	i	0	-5	-5	i	i	0
O=C(NC1CCCCC1)c1ccc(Cl)c(NC(=O)c2ccccc2F)c1	i	i	i	i	i	-2	-1	/	/	i	-3
CC(=O)Nc1ncc2c(n1)CC(c1ccco1)CC2=O (stereo not drawn)	i	i	i	i	i	-31	-3	-2	i	i	-2
CCCSc1ccc(-c2nn(-c3ccccc3)cc2/C=C(/C#N)C(=O)N2CCOCC2)cc1	i	i	i	i	i	1	-6	-6	i	i	-1
Cc1ccc(C)c(NCC(=O)NNC(=S)Nc2ccccc2)c1	i	i	i	i	i	-1	-6	4	i	i	0
Nc1c(C(=O)Nc2ccc(F)cc2)nnn1-c1cccc(C(F)(F)F)c1	i	i	i	i	i	-1	-9	-8	i	i	1
Fc1ccc2c(c1)C(c1ccncc1)=NNC(c1ccccc1)=N2	i	i	i	i	i	0	3	2	i	i	1
O=C(NNC(=O)c1ccc(NC(=O)C2CC2)cc1)c1ccc(F)cc1	i	i	i	/	i	2	-8	-2	i	i	/
CC(C)CN(C(=O)COC(=O)Cc1cccc2ccccc12)c1c(N)n(Cc2ccccc2)c(=O)[nH]c1=O	i	i	i	i	i	-3	-15	-6	i	i	0
NC(=O)C1CCN(c2nc(C3CC3)nc3c2nnn3Cc2ccccc2)CC1	i	i	i	i	i	2	-6	4	i	i	1
CC1CCCN(S(=O)(=O)c2cccc3nonc23)C1 (stereo not drawn)	i	i	i	i	i	4	-8	0	i	i	0
Cc1cccc(CSc2nc3c(c(=O)[nH]2)CCCC3)c1	i	i	i	i	i	0	-6	17	i	i	/
Cc1ccc(-n2nc3c(c2NC(=O)/C=C\c2ccc4c(c2)OCO4)CSC3)c(C)c1	i	i	i	i	i	0	-7	4	i	i	-2
O=[N+]([O-])c1ccccc1NCCOc1ccccc1	i	i	i	i	i	1	-9	5	i	i	-2
COC(=O)CC1C(=O)NCCN1C(=O)Nc1ccc(Cl)c(Cl)c1 (stereo not drawn)	i	i	i	i	i	-11	-16	0	i	i	0
O=C(CSc1ncccn1)NCC1CCCO1 (stereo not drawn)	i	i	i	i	i	2	-5	/	i	i	-2
O=C(NC(=S)Nc1ccccc1Cl)c1cnn2c(C(F)(F)F)cc(C(F)(F)F)nc12	i	i	i	i	i	-2	-8	/	i	i	-3
O=C1CSC(c2cccnc2)N1c1cccc(Cl)c1 (stereo not drawn)	i	i	i	i	i	1	-6	-3	i	i	-2
COc1ccc(Br)cc1/C(C)=N/NC1=NCCN1	i	i	i	i	i	3	-3	0	i	i	0
O=C(CSc1nnc(-c2cccs2)o1)N1CCc2ccccc21	i	i	i	i	i	1	-9	-3	i	i	-3
Cn1c(=O)c2c(ncn2CC(=O)N/N=C/C=C/c2ccccc2[N+](=O)[O-])n(C)c1=O	i	i	i	i	i	3	-8	/	/	i	8
CC1=C(C(=O)Nc2ccc(Cl)cc2)C(c2cccs2)n2nnnc2N1 (stereo not drawn)	i	i	i	i	i	-1	-7	3	i	i	-3
CC1CCC(NC(=O)CC(C)(C)Cc2nc3ccccc3c(=O)[nH]2)CC1 (stereo not drawn)	i	i	i	i	i	3	-4	4	i	i	2
CCOc1ccc(CNCCN2CCCC2)cc1	i	i	i	i	i	-4	-9	27	i	7*	0
COc1ccc(S(=O)(=O)Nc2ccccc2Cl)cc1NC(C)=O	i	i	i	i	i	3	-12	3	i	i	-1
CCN(CC)S(=O)(=O)c1ccc(OC)c(NC(=O)C2CC(=O)N(c3ccc(C)cc3)C2)c1 (stereo not drawn)	i	i	i	i	i	-2	-4	-71	i	i	9
CCOc1ncccc1C(=O)OCC(=O)c1cccc(Br)c1	i	i	i	i	i	5	-7	3	i	i	-1
Cc1ccc(NC(=O)CSc2nnc(CN3CCOCC3)n2C)cc1C	i	i	i	i	i	-1	-5	-4	i	i	-2
CN(NC1OC(=O)c2ccccc21)c1ccccc1[N+](=O)[O-] (stereo not drawn)	i	i	i	i	i	2	-1	6	i	i	1
CC1CCCCN1CCNC(=O)c1cnn2ccccc12 (stereo not drawn)	i	i	i	i	i	-3	-5	5	i	i	1
COc1ccc(CNC(=O)C2CCN(C(=O)N(C)C)CC2)c(OC)c1	i	i	i	i	i	4	-7	3	i	i	-1
CCCCOP(=O)(OCCCC)C(Nc1ccccc1)c1ccc2c(c1)OCO2 (stereo not drawn)	i	i	i	i	i	0	-11	0	i	i	-3
Cc1ccc(S(=O)(=O)N2CCC(C)CC2)cc1	i	i	i	i	i	-1	-3	-2	i	i	-5
NC1=NC2(CCC(c3ccccc3)CC2)n2c(nc3ccccc32)N1 (stereo not drawn)	5.2*	-7.9*	i	i	i	-10	-9	8	i	i	/
O=C(c1ccc(F)cc1)C1CCN(C(=S)NCC2CCCO2)CC1 (stereo not drawn)	i	i	i	i	i	1	-14	-2	i	i	0
FC(F)(F)c1nnc2sc(-c3ccncc3)nn12	i	i	i	i	i	-2	-4	1	i	i	-3
CC1CCCC(NC(=O)COC(=O)[C@@H](NC(=O)c2ccco2)C(C)C)C1C (stereo partly drawn)	i	i	i	i	i	-2	2	0	i	i	-1
O=C(CSc1nnnn1C1CCCC1)N1CCCCC1	i	i	i	i	i	-6	-8	-6	i	i	/
CC1=C(C(=O)NC2CCCc3c2cnn3-c2cccc(C)c2C)OCCO1 (stereo not drawn)	i	i	i	i	i	-23	-14	-9	i	i	3
COc1ccccc1N1CCN(C(=O)c2ccccc2NC(=O)C2CCCCC2C(=O)O)CC1 (stereo not drawn)	i	i	i	i	i	2	-4	-2	i	i	-1
O=C(NCc1ccccc1)c1cc2ccccc2oc1=O	i	i	i	i	i	-2	-11	0	i	i	-1
COc1ccc(N(C(C)C(=O)Nc2ccc(S(=O)(=O)N3CCOCC3)cc2)S(C)(=O)=O)cc1 (stereo not drawn)	i	i	i	i	i	-2	-3	-5	i	i	0
CC(=O)Nc1ccc(S(=O)(=O)Nc2cccc(C(=O)NC(C)(C)C)c2)cc1	i	i	i	i	i	0	-6	5	i	i	-1
CC1(C)S[C@@H]2[C@H](N=CN3CCCCCC3)C(=O)N2[C@H]1C(=O)O	i	i	i	i	i	2	-3	/	/	i	0
CCN(CC)S(=O)(=O)c1ccc(N2CCN(C)CC2)c(NC(=O)COc2ccc(F)cc2Cl)c1	i	i	i	i	i	3	-14	5	i	i	2
COc1cc(C2Nc3ccccc3NC3=C2C(=O)CC(c2ccc(OC)c(OC)c2)C3)ccc1O (stereo not drawn)	i	i	i	i	i	-1	-5	3	i	i	-3
O=C(Cn1cnc(S(=O)(=O)N2CCCC2)c1)Nc1cccc(F)c1	i	i	i	i	i	1	-4	-5	i	i	-1
O=C(CCC(=O)c1ccc(F)cc1)Nc1cccc(C(F)(F)F)c1	i	i	i	i	i	2	-5	1	i	i	-1
COC(=O)C(CCCN1C(=O)c2ccccc2C1=O)(NC(C)=O)c1nnn(C)n1 (stereo not drawn)	i	i	i	i	i	2	-4	-2	i	i	-3
O=C(C1CCN(CC2CCCCC2)CC1)N1CCCC1	i	i	i	i	i	-2	-5	-4	i	i	0
O=C(O)c1ccccc1NCc1cccnc1	i	i	i	i	i	6	-4	/	i	i	0
Cc1ccc(-n2nc3c(c2NC(=O)c2c(-c4ccccc4Cl)noc2C)CSC3)cc1	i	i	i	i	i	-4	-3	/	/	i	-1
Cc1onc(-c2ccccc2)c1C(=O)c1c[nH]c(C(=O)NCc2ccncc2)c1	i	i	i	i	i	-2	-19	-7	i	i	-6

Copied from the list.
GSK3beta inhib with O=C(CCC(=O)c1ccc(F)cc1)Nc1cccc(C(F)(F)F)c1 = 2
GSK3beta inhib with O=C(O)c1ccccc1NCc1cccnc1 = 6
GSK3A inh with O=C(CSc1ncccn1)NCC1CCCO1 (stereo not drawn) = -2

Next section
SMILES	RGS4 block	KCNK9 block	RGS4 act	PolyA inhibitor	KCNQ1 act	GSK3beta inhib	hERG rescue	Dyrk1A ADPGlo	KCNK3 block	KCNQ1 inh	GSK3A inh
CC1(c2nnc(Cc3ccccc3)o2)CC(c2ccccc2)=NO1 (stereo not drawn)	i	i	i	i	i	3	-8	28	i	i	0
Cc1ccc(OC(=O)NC2CCS(=O)(=O)C2)cc1C (stereo not drawn)	i	i	i	i	i	-2	-8	7	i	i	2
Cc1ccccc1Nc1c([N+](=O)[O-])cncc1[N+](=O)[O-]	i	i	i	i	i	1	0	-2	i	i	8
O=C(NC(=S)Nn1cnnc1)c1ccc(F)cc1Cl	i	i	i	i	i	3	-3	-5	i	i	-2
Clc1ccc(C#Cc2cccnc2)cc1	i	i	i	i	i	-4	-10	2	i	i	-1
CC(C)Oc1cccc(C(=O)Nc2ccc(Br)cc2F)c1	i	i	i	i	i	-2	-5	-1	i	i	-1
